# Source: PubChem
# LEDGF integ inh: blockers of LEDGF/p75-dependent integrase strand transfer – biochemical, TR-FRET, high throughput, primary screen | inhibition, % at 3.7 µM | AID 743269, 2014 | TR-FRET IN-LEDGF/p75 DNA integration, Eu/Cy5 | actives 0.64% (n = 370,000) | HIV-1 integrase (with human LEDGF/p75);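 active means inhibition above the screen-wide mean plus 3 SD, cut at about 13% in these data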;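 further: signal is the Cy5 over europium emission ratio at 671 and 618 nm; 0% = plate median of compound wells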
# PRMT1 inh: PRMT1 methyltransferase inhibitors, primary screen, biochemical, fluorescence polarization; recombinant PRMT1, activity-based probe fluorescence polarization; inhibition, % at 2.79 µM; actives 1.3% (n = 370,000); AID 652257, 2013;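 active means inhibition above about 21% made by adding two undisclosed values, limit read from the data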
# TCR CD3 inh: inhibitors of human TCR-CD3 interaction, primary screen, biochemical, fluorescence, TAMRA-labeled TCR probe; T-cell receptor (TCR); inhibition, % at 9.4 µM; actives 0.37% (n = 360,000); AID 651800, 2012; in the data active means inhibition above about 19%;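 further: recombinant mutant TCR 2C K166C tagged with TAMRA read by polarization; 0% = receptor in buffer alone and 100% = receptor with positive control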
# Tn7 DDE FP: inhibitors of Tn7 peptide binding to fibrin DD(E), primary screen, biochemical, fluorescence polarization, human fibrin, Tn7 probe. FP displacement of FITC-Tn7 peptide from fibrin DD(E); 0% = median of compound wells per plate. inhibition, % at 8.3 µM. actives 0.13% (n = 370,000). Fibrinogen beta chain (Homo sapiens), P02675;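 active means inhibition above the mean of compounds falling within the control limits plus 3 SD of them, cut at about 14% in these data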;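 further: 0% = plate median of compound wells and 100% = 10 µM Aha-Tn7 peptide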
#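 Assay system: Fibrin-DD(E) protein isolated from polymerized human fibrin clots; read-out basis: percent inhibition; medium: Tris/NaCl/CaCl2 buffer, pH 7.8; signal: FP measurement; incubation: 10 min plus 3 h, room temperature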
# UHRF1 MBD2 ctr: UHRF1 methylated DNA binding inhibitors, primary screen, counter-screen for MBD2 inhibitor project, biochemical, TR-FRET, human UHRF1, single concentration; E3 ubiquitin-protein ligase UHRF1 (Homo sapiens), Q96T88; UHRF1 binding to methylated oligo; inhibition, % at 4.4 µM; actives 0.75% (n = 370,000); in the data active means inhibition above about 21%;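 further: UHRF1 SRA domain binding a hemimethylated CpG hairpin DNA probe; 0% = median of test compound wells and 100% = reference inhibitor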
# Target sequence (Q96T88 whole entry, looked up, the tested form may be a part): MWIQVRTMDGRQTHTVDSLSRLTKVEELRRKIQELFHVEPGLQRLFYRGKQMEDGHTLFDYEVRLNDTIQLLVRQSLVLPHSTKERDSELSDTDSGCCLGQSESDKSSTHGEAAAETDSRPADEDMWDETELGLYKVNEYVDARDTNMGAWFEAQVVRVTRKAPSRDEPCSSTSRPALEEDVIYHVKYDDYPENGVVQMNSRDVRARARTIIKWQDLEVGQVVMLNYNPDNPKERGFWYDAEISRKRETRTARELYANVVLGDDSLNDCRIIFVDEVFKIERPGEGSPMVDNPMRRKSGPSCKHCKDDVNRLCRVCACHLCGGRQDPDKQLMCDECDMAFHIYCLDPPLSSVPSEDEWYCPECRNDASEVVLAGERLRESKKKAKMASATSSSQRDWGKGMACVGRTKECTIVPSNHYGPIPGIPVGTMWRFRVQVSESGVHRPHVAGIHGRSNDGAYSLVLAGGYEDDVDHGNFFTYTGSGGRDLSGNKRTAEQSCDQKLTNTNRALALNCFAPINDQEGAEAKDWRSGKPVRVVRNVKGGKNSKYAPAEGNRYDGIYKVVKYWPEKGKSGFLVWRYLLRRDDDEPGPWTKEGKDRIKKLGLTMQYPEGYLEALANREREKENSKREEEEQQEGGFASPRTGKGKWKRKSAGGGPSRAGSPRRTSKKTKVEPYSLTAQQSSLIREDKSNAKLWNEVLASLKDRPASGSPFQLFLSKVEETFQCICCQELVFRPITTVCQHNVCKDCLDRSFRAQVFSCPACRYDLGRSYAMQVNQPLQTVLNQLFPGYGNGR
# SIAE inh: human SIAE inhibitors, primary screen, biochemical, fluorescence polarization, FP-Rh probe, 1536-well HTS. AID 1053197, 2014. Sialate O-acetylesterase (Homo sapiens), Q9HAT2. SIAE FP-Rh probe binding. actives 0.69% (n = 370,000). inhibition, % at 9.66 µM;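 active means inhibition above a cutoff: mean of compounds within the control limits plus 3 SD of those, cut at about 17% in these data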;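 further: 0% = plate median of compound wells and 100% = probe without SIAE protein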
# HTRA1 inhibitor: HTRA1 serine protease inhibitors, primary screen, biochemical, fluorescence polarization, HTS; recombinant HTRA1, FP-rhodamine activity-based probe; inhibition, % at 5.96 µM; actives 0.5% (n = 340,000); AID 504803, 2011; in the data active means inhibition above about 36%;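 further: 0% = enzyme with DMSO and 100% = wells lacking enzyme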
# TDP2 inh: human TDP2 enzyme inhibitors, primary screen, biochemical, epi absorbance, recombinant enzyme. Tyrosyl-DNA phosphodiesterase 2 (Homo sapiens), O95551. T5PNP hydrolysis, p-nitrophenol absorbance 415 nm. inhibition, % at 12.8 µM. actives 0.34% (n = 370,000). AID 720702, 2013;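 active means inhibition above the mean of all tested compounds plus 3 SD, set per campaign, cut at about 25% in these data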;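 further: 0% = DMSO with enzyme and 100% = buffer with substrate but no TDP2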
#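 System: recombinant human TDP2 / Amount: 120 nM TDP2 per well / Also added: 5 mM T5PNP chromogenic substrate / Doses: 12.8 µM single point, 1% DMSO / Incubation: 2 h at 37 °C / Detection: p-Nitrophenol epi absorbance / Evaluation: % inhibition relative to enzyme-containing and enzyme-free wells / Repeats: singlicate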
# PG9 binder: binders of HIV-1 gp120 antibody PG9, primary screen, biochemical, TR-FRET. inhibition, % at 6.7 µM. HIV-1 gp120 / PG9 antibody interaction. TR-FRET gp120-PG9 antibody binding. actives 0.43% (n = 360,000); in the data active means inhibition above about 8.5%
# ABHD4 inh: ABHD4 inhibitors, primary screen, biochemical, fluorescence polarization, mouse. actives 0.54% (n = 370,000). inhibition, % at 8.92 µM. purified mABHD4, FP-Rh probe fluorescence polarization. AID 720543, 2013;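 active means inhibition exceeding the mean over every tested compound plus 3 SD, cut at about 30% in these data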;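 further: 0% = plate median of compound wells and 100% = S159A mutant with DMSO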
#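 Test system: mouse ABHD4 enzyme, wild type. Reagent: FP-Rh fluorescent activity-based probe, added after compound pre-incubation. Timing: pre-incubation 45 min, probe exposure 60 min, at 25 °C. Technique: FP readout, ex 525 nm / em 598 nm. Benchmarks: high control S159A mutant with DMSO, low control median of compound wells.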
# * = called active by the depositor; . = not tested or not shown.
SMILES,LEDGF integ inh,PRMT1 inh,TCR CD3 inh,Tn7 DDE FP,UHRF1 MBD2 ctr,SIAE inh,HTRA1 inhibitor,TDP2 inh,PG9 binder,ABHD4 inh
CC(C)c1onc(C(=O)Nc2sc3c(c2C#N)CCC3)c1[N+](=O)[O-],4,2,2,-6,-2,-3,5,1,-2.1,5
CCOC(=O)N1CCN(C(=O)CN(c2ccccc2)S(C)(=O)=O)CC1,-1,-1,0,-2,0,3,3,12,-0.9,-3
Cc1cccc(C)c1OCCCCN1CCCCC1,-1,6,-5,8,4,1,-1,12,0.2,5
Cc1ccc(-c2ccc(/C=N/O)o2)cc1[N+](=O)[O-],2,-1,1,3,-6,4,-24,5,-2.7,-5
CCCCN(C(=O)c1cc(CC)c(C)s1)c1c(N)n(CCC)c(=O)[nH]c1=O,-1,-2,8,2,-2,2,-1,10,-1.5,3
OCCC#Cc1ccc(CN2CCN(C3CCCCC3)C(CCO)C2)cc1 (centres undefined),1,-5,5,-5,2,-3,6,-21,-3.4,0
COCCCNC(=O)CSc1ccsc1[N+](=O)[O-],3,3,6,10,1,-6,5,-4,-0.6,4
Cc1c(C)n(C(=O)CN2CCN(c3ccccn3)CC2)c2ccccc12,-5,1,-5,9,-1,2,-8,3,0.1,-9
CCOC(=O)[C@]12CCC=C1N(Cc1ccco1)C(=O)[C@H](CC(=O)NCc1ccc(C)o1)C2,5,11,1,-2,-2,8,.,-4,0.8,6
COc1cc(C(=O)OCC(=O)NCc2ccccc2)cc(NC(=O)c2ccco2)c1OC,-1,-3,-2,-5,-2,-10,1,-5,-0.8,7
CC(NC(=O)COc1ccccc1-c1ccccc1)c1ccccc1 (centres undefined),6,-6,6,-6,4,-5,-15,-17,-3.6,-23
Cc1[nH]n(-c2ccccc2)c(=O)c1/C=N/Nc1nncc(-c2ccccc2)n1,-3,-1,-5,6,-12,5,19,-17,-9.5,17
COc1ccc(OC(C)C(=O)N(C)Cc2nc(-c3cccc(C)c3)no2)cc1 (centres undefined),-2,1,-1,-2,-3,-12,-2,0,-0.7,3
COc1ccc(CN2C3CCCC2CC(NC(=O)Nc2cccc(C)c2)C3)cc1 (centres undefined),1,-3,9,-12,3,-4,-49,-1,-1.3,2
O=C(Cc1cccc(NC(=O)C2CCCN(C(=O)C3CC3)C2)c1)Nc1ccc(C(=O)N2CCCCC2)cc1 (centres undefined),2,-2,3,-2,4,-7,-1,0,-0.1,-4

# Quoted at random: five compounds from above, in no set order.
SMILES,LEDGF integ inh,PRMT1 inh,TCR CD3 inh,Tn7 DDE FP,UHRF1 MBD2 ctr,SIAE inh,HTRA1 inhibitor,TDP2 inh,PG9 binder,ABHD4 inh
COc1ccc(OC(C)C(=O)N(C)Cc2nc(-c3cccc(C)c3)no2)cc1 (centres undefined),-2,1,-1,-2,-3,-12,-2,0,-0.7,3
Cc1ccc(-c2ccc(/C=N/O)o2)cc1[N+](=O)[O-],2,-1,1,3,-6,4,-24,5,-2.7,-5
Cc1[nH]n(-c2ccccc2)c(=O)c1/C=N/Nc1nncc(-c2ccccc2)n1,-3,-1,-5,6,-12,5,19,-17,-9.5,17
COCCCNC(=O)CSc1ccsc1[N+](=O)[O-],3,3,6,10,1,-6,5,-4,-0.6,4
OCCC#Cc1ccc(CN2CCN(C3CCCCC3)C(CCO)C2)cc1 (centres undefined),1,-5,5,-5,2,-3,6,-21,-3.4,0

# The results go on.
SMILES,LEDGF integ inh,PRMT1 inh,TCR CD3 inh,Tn7 DDE FP,UHRF1 MBD2 ctr,SIAE inh,HTRA1 inhibitor,TDP2 inh,PG9 binder,ABHD4 inh
CCCCOc1ccccc1NC(=O)c1ccc(=O)[nH]c1,1,0,2,-8,0,-2,1,-7,-3.1,-2
C/C(=N\NC(=O)c1nnn(-c2nonc2N)c1COc1ccc(F)cc1)c1ccc(Cl)cc1,1,-2,-3,3,-1,-4,-3,-1,-0.7,-5
Cc1ccc(C(=O)NCc2ccc(F)cc2)cc1NC1=NC2CS(=O)(=O)CC2S1 (centres undefined),0,-8,9,-10,-1,-3,6,-1,-0.3,-1
CCCc1cc(=O)[nH]c(SCc2cccc(C)c2)n1,3,-2,-2,-3,0,5,-11,-4,-2.4,-6
CN1CCN(c2nc3ccccn3c(=O)c2/C=C(\C#N)S(=O)(=O)c2ccccc2)CC1,7,1,6,-1,-6,1,6,-9,-1.0,5
Nc1ccccc1Oc1ccc2ccccc2c1,-4,0,9,-2,-1,4,0,-9,-2.1,-4
Cn1c(CSCc2ccccc2Cl)nnc1SCC(=O)Nc1nccs1,1,-1,-1,6,-1,-2,-8,1,0.2,5
Cc1ccc(C(=O)Nc2ccc3nc(C)sc3c2)s1,3,0,1,-7,-1,-10,-13,2,-1.1,-5
O=C(c1ccc(Cl)nc1)N1CCN(S(=O)(=O)c2ccc3c(c2)OCCO3)CC1,-1,0,0,5,0,3,1,-16,-0.8,2
CC(C)CCN1CCN(C2CSCCSC2)CC1CCO (centres undefined),4,-9,0,-13,2,1,-7,-5,-0.8,-9
CCOc1ccccc1NC(=O)N1CCCC(c2nc3c(nnn3Cc3ccc(C)cc3)c(=O)[nH]2)C1 (centres undefined),-2,3,-1,-1,0,-2,0,1,0.9,12
Cc1cc(C)c(C#N)c(SCc2nc3ccccc3c(=O)[nH]2)n1,-3,3,-9,2,2,-14,5,1,-2.5,6
O=C(CN1CCN(CC(=O)Nc2ccc3c(c2)OC2(CCCCC2)O3)CC1)Nc1cccc(F)c1,-4,3,-4,4,1,8,-6,1,1.2,0
CCOC(=O)C1CCCN(c2c(NCCCN(CC)c3ccccc3)c(=O)c2=O)C1 (centres undefined),1,-1,5,0,-1,1,3,1,-3.9,2
CCOC(=O)c1c(-c2cccs2)csc1NC(=O)c1ccncc1,0,1,2,2,-1,-5,-1,7,-3.2,6
COc1ccc(OC)c(NC(=O)c2cc(-c3cc(C)cc(C)c3O)n[nH]2)c1,-1,9,-3,4,0,2,7,-4,1.9,2
Cc1cc(C)n(-c2nc3c(c(=O)n(C)c(=O)n3C)n2Cc2cccc(Br)c2)n1,-4,0,4,4,-2,-1,2,-8,1.3,5
CCc1[nH]nc(C(=O)NC2CCCN(Cc3ccccc3F)C2)c1C (centres undefined),2,-2,5,3,2,-4,-2,9,-0.9,-3
COc1ccc(C2C=C(c3ccc(C)c(C)c3)Nc3ncnn32)c(OC)c1OC (centres undefined),-3,1,2,-5,-1,8,2,0,0.1,-2
O=C(NC1CCCC1)C1C(c2ccc(C(F)(F)F)cc2)=Nc2ccccc2N1C(=O)c1cccc(C(F)(F)F)c1 (centres undefined),2,2,-1,8,-1,-17,.,2,-0.5,0
COC(=O)C(C#N)(CCC(=O)c1ccccc1)CCC(=O)c1ccccc1,-2,1,4,5,-2,1,.,9,-0.4,2
CC1CCCC(C)N1CC(O)COc1c(F)cc(Br)cc1F (centres undefined),1,-1,1,2,-2,-5,6,-4,-2.6,4
Cc1cc2n(n1)C(c1cn(-c3ccccc3)nc1C)Nc1ccccc1-2 (centres undefined),3,0,-3,-8,-3,0,-6,0,-0.4,1
Cc1ccc(N2CC(C(=O)NCCc3ccc(S(N)(=O)=O)cc3)CC2=O)cc1 (centres undefined),-2,-1,1,0,1,-4,-5,8,-1.5,-4
CCN(CC)S(=O)(=O)c1cccc(C(=O)NCCCN2CCOCC2)c1,-1,-1,-5,-2,11,-2,0,-4,-1.7,1
COc1nc(C)nc2c1sc(=S)n2C,-1,-3,8,-1,0,-3,-3,-3,-0.2,3
Cc1nn(C(=O)CCC(=O)NCc2cccc(F)c2)c2ccccc12,0,1,5,0,0,0,-3,-13,1.0,1
O=C(CSc1nnc(-c2cccs2)n1-c1ccccc1)NCc1ccco1,3,-1,-4,-4,0,0,1,-3,-1.3,-1
COC(=O)c1ccc(OC(=O)C2CC(=O)N(c3ccc(C)cc3C)C2)cc1 (centres undefined),-1,2,1,-2,0,0,-2,-5,-1.9,5
CCCCN1C(=O)C(CC(=O)NCCc2ccccn2)CC(C(=O)N(C(C)C)C(C)C)=C1C (centres undefined),0,7,2,9,13,2,2,-2,0.9,-11
Cc1oc(-c2ccccc2)cc1C(=O)NCc1ccncc1,5,0,-17,-5,5,2,-2,-13,-2.8,-12
Cc1nn(C)c(C)c1NS(=O)(=O)c1c(C)n[nH]c1C,4,-5,3,8,-3,9,-2,2,-0.1,0
Cc1cccc(C(=O)Nc2nnc(-c3ccc(C(C)(C)C)cc3)s2)c1,-1,3,-2,-4,0,-2,-4,-7,0.4,7
O=C1CSC(=O)N1CCOCCN1C(=O)CSC1=O,0,-4,3,-5,-1,4,3,-2,-3.0,-3
COc1cccc2c3c(c(=O)[nH]c12)CC(C)(C)O3,1,-6,-2,-5,0,1,.,-10,-3.5,0
Cc1cccnc1NC(=O)CCc1nnc2ccc(NCc3ccco3)nn12,2,13,2,5,6,-3,-1,-2,1.6,-7
O=[N+]([O-])c1ccc(Cl)cc1N/N=C/c1ccncc1,-3,-1,-12,7,2,2,3,-2,0.7,-2
COc1ccc(CCNC(=O)c2cc3c(=O)n(C)c4ccccc4c3n2C)c(OC)c1,-5,-3,5,3,1,4,-3,10,-2.1,2
O=C(N/N=C/c1ccc(N2CCOCC2)o1)c1cccc(C(F)(F)F)c1,-3,6,2,0,-5,-2,14,-16,-3.2,4
Cc1c(C(=O)NCc2ccc(F)cc2)sc(=O)n1Cc1ccc(C(=O)c2ccccc2)cc1,5,-1,5,2,0,-15,.,2,-0.7,3
COc1ccc(S(=O)(=O)N2CCC(C(=O)NCc3cccnc3)CC2)cc1C,1,2,4,0,0,9,6,16,-0.3,5
CCCCCOc1ccc(/C(C)=N/NC2=NCCN2)cc1,1,-4,0,9,-3,-1,7,4,-0.1,12
CCOc1ccc(Br)cc1S(=O)(=O)NCC(c1ccc(OC)cc1)N1CCOCC1 (centres undefined),1,0,-4,4,1,0,0,-10,-0.5,5

# Rows were taken by chance; any-hit rate near 4.2%.
